human PMI inhibition = MPI enzyme activity inhibition – biochemical, fluorescence intensity, coupled assay, primary screen (AID 1209); purified PMI enzyme, coupled fluorescence intensity; higher % means a stronger effect; inhibition, % at 20 µM; hits with a dose series show IC50 in µM; 0.42% of 190,000 active; in the data active means inhibition above about 50%;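 further: plate controls were DMSO vehicle for no effect and wells lacking substrate for full effect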
TNAP activation fold = stimulation of alkaline phosphatase TNAP activity – biochemical, luminescent, no phosphate acceptor, uHTS, primary screen (AID 1001). purified TNAP, luminescent activation assay, no phosphate acceptor; higher activation fold means a stronger effect. one-dose activation fold at 20 µM; EC50 in µM for titrated hits. 0.03% of 200,000 active; in the data active means activation fold from about 3, or a potency from the dose series; inactive means the rest, 99 in 100 with activation fold below about 1.6; further: many of its hits are not listed in these tables
Lipid droplet = modulators of hepatic lipid droplet formation; AML12 mouse hepatocytes, oleate lipid droplets, BODIPY imaging; inhibition, % at 6.5 µM; 0.4% of 240,000 active; AID 1656;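 active means lipid droplet intensity inhibited by at least 50%, with more than 500 cells counted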
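Material – AML12 mouse liver cells · Also added – oleate loading, 100 µM · Compound dosing – 6.5 µM single-point dosing · Times – overnight treatment with compound plus oleate · Measured by – fluorescence imaging, 20x objective, two fields per well · Read-out – percent inhibition of filter-corrected integrated lipid droplet intensity per well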
Ins promoter up = MIN6 insulin promoter up-regulation; MIN6 insulin promoter-GFP reporter, high-content imaging; hits give high values; z-score at 5 µM; 0.3% of 190,000 active;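 active means z-score above 3 at 5 µM with at least 500 cells counted in the well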
Myeloid diff 2 = compounds promoting myeloid differentiation; ER-HoxA9 myeloid progenitors, lysozyme-GFP differentiation, flow cytometry; calls only at 10 µM; 1% of 360,000 active;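 active means normalized GFP-positive differentiation at or above the plate's own cutoff, the solvent-only control mean plus 3 SD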;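 further: cells exposed to compound for four days before flow analysis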
bCat nuc transl = modulators of beta-catenin nuclear translocation; nuclear translocation activity, % at 5 µM; 0.3% of 190,000 active; HeLa beta-catenin nuclear translocation, immunofluorescence imaging;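 active means nuclear translocation activity above 50% at 5 µM, with a well cell count of 50 or more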;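 further: per-cell ratio of nuclear to cytoplasmic median beta-catenin stain intensity; plate controls were DMSO negative control for no effect and GSK-3 inhibitor IX positive control for full effect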
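Read-out: Nuclear/cytoplasmic beta-catenin signal ratio, % activation | Assay system: Human HeLa cell line | Times: 24 h compound exposure at 37°C, 5% CO2 | Signal: Fluorescence imaging of beta-catenin antibody stain plus DAPI | Dosing: 5 µM primary, 0.02–20 µM confirmation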
MT stabilizer = microtubule stabilizers in HeLa cells; HeLa tubulin immunostaining HCS, 24 h; share of cells brighter than vehicle mean+2SD; % tubulin-high responders, % at 10 µM; 0.83% of 200,000 active;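 active means plate Z-score above 3 for both tubulin-high and condensed-nucleus cell shares, with cell loss under 80%, at 10 µM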;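 further: anti alpha tubulin signal scored within the nucleus-defined area of each cell; some results filed as inactive read as strong as hits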
Dynein cargo inh = blocks dynein driven cargo transport along microtubules | 0.47% of 220,000 active | 3617.4 mouse cells, GR-EGFP nuclear translocation imaging; test concentration mostly 20 µM; stimulated with dexamethasone, 1 µM; hits give low values | z-score, hits read low | AID 1381;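 active means plate z-score of nuclear minus cytoplasmic receptor signal below a set negative limit, without overly bright fluorescence or cell loss, cut at about -3.5 in these data, passing the limit was not always enough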;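 further: z-score of nuclear minus cytoplasmic ring GR-EGFP intensity difference per well; some compounds called inactive have numbers as strong as hits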
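Medium: Induction medium lacking tetracycline, stripped serum | Probe or stimulus: 1.0 µM final dexamethasone stimulus | Schedule: 48 h induction, then 1 h compound, then 30 min agonist, 37 °C | Signal: Automated 10x imaging of fixed Hoechst-stained cells | Evaluation: Per-cell GR-EGFP intensity, nucleus versus surrounding cytoplasmic ring, well-averaged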
T cell modulator = T cell immune modulation candidate | 2C CD8+ T cell-vesicle binding, flow cytometry; hits give low values | calls only at 7 µM | 0.068% of 330,000 active;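 active means response, share of CD8 T cells binding vesicles, and their 90th percentile fluorescence all below set limits, cut at about 80% in these data, passing the limit was not always enough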
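Assay system: 2C TCR transgenic mouse naive CD8+ T cells, MACS-purified | Read-out: CD8+ gate FL2 mean fluorescence as % of same-row positive control | Signal: High-throughput flow cytometry with anti-B7-1 and anti-CD8 staining | Timing: Binding step 1.5 h, 37 °C, antibody labelling 20 min, ice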
Dynein cargo inh cytoplasmic EGFP = second read-out of Dynein cargo inh, no call of its own (marks repeat the call); z-score; measured here: cytoplasmic GR-EGFP intensity; hits give high values
Dynein cargo inh nuclear GR-EGFP = further read-out of Dynein cargo inh, marked with its call; z-score; measured here: nuclear GR-EGFP intensity;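 lower value marks the stronger effect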
Dynein cargo inh cell count = recorded beside Dynein cargo inh, whose call it bears; z-score; measured here: cell count per field
Ins promoter up cell count = also measured in Ins promoter up; calls as there; cell count; measured here: cytotoxicity, nuclei count;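 total cells summed across four imaged fields per well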
Lipid droplet cells 6.5 µM = further read-out of Lipid droplet, marked with its call; cell count; measured here: cell count, cytotoxicity flag;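 cells counted across two imaged fields per well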
bCat nuc transl cell count 5 µM = further read-out of bCat nuc transl, marked with its call; cell count; measured here: cell count, cytotoxicity flag
T cell modulator vesicle-bound % = further read-out of T cell modulator, marked with its call; double positive events, %; measured here: CD8+ vesicle-bound cell fraction;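 binding gate set so that unloaded-vesicle control wells show 10% double positive cells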
MT stabilizer Hoechst-high % = further read-out of MT stabilizer, marked with its call; % Hoechst-high responders; measured here: nuclear condensation Hoechst responders;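 share of cells brighter than vehicle mean plus two SD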
MT stabilizer cytotoxicity % = second read-out of MT stabilizer, no call of its own (marks repeat the call); toxicity, %; measured here: cytotoxicity by cell density;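 0% = mean cell density of plate MIN control wells and 100% = no cells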
Myeloid diff 2 GFP+ MAC1+ % = also measured in Myeloid diff 2; calls as there; GFP+ MAC1+ double positive, %; measured here: differentiation confirmed by MAC1 staining
Numbers without * were called inactive; i = inactive; nt = no result given; + = active, no number.

SMILES	human PMI inhibition	TNAP activation fold	Lipid droplet	Lipid droplet cells 6.5 µM	Ins promoter up	Ins promoter up cell count	Myeloid diff 2	Myeloid diff 2 GFP+ MAC1+ %	bCat nuc transl	bCat nuc transl cell count 5 µM	MT stabilizer	MT stabilizer Hoechst-high %	MT stabilizer cytotoxicity %	Dynein cargo inh	Dynein cargo inh cytoplasmic EGFP	Dynein cargo inh nuclear GR-EGFP	Dynein cargo inh cell count	T cell modulator	T cell modulator vesicle-bound %
CC(C)CN1C(=O)C(=O)N(CC(=O)Nc2cc(Cl)ccc2Oc2ccccc2)C1=O	-5%	1	5	673	0.93	1213	i	0.4	0.3	1079	2.1	2.3	5.4	-0.52	-0.24	-0.23	0.46	i	36
O=C(OCCCCOC(=O)c1ccccc1)c1ccccc1	nt	nt	nt	nt	-0.55	1119	i	0.3	0.8	1298	nt	nt	nt	-0.8	-0.23	-0.028	0.41	i	43
CCNc1nc(NC(C)(C)C)nc(Oc2ccc(=O)n(-c3ccccc3)n2)n1	-2%	1.1	3	660	-0.66	1581	i	0.3	0.1	988	1.5	1.9	13	0.48	0.16	0.47	0.0026	i	45
Cc1ccc(S(=O)(=O)NCCC(=O)N2CCN(Cc3ccccc3)CC2)cc1	11%	1	1	753	-0.38	1166	+	17*	0.2	965	3.5	2.1	3.7	-0.041	-0.14	0.27	0.38	i	23
CC(=O)Nc1cccc2c1C(=O)N(c1ccc(C)cc1)C2=O	2%	1.1	-15	759	0.19	1270	i	0.6	-0.4	1189	3.6	2.0	6.0	-0.55	-0.21	0.04	0.6	i	22
COc1ccc(-c2nc3nc(C)c(Cc4ccccc4)c(=O)n3[nH]2)cc1	0%	1	4	784	0.38	1210	i	3.6	-7.1	1315	4.0	1.9	9.5	-1.5	-0.084	-0.73	0.88	i	45
O=C(c1cnc(N2CCN(c3ncccn3)CC2)c2ccccc12)N1CCN(c2ncccn2)CC1	6%	1	nt	nt	-0.83	1542	i	1.4	-0.8	1231	4.5	2.4	11	-0.36	-0.19	0.19	-0.72	i	31
CN(C)c1nc(OCCNC(=O)COc2ccccc2Cl)nc(N(C)C)n1	3%	1	-18	761	nt	nt	i	0.8	2.5	908	3.4	2.0	6.0	-1.1	-0.26	-1.2	0.45	i	2
COc1cccc(-c2cc3nc(-c4ccccc4)cc(N4CCCC(O)C4)n3n2)c1 (stereo not drawn)	20%	1.1	-11	682	-1.7	1290	i	0.5	-0.4	1021	2.7	2.0	3.7	0.93	-0.27	1.1	-0.33	i	53
Cc1ccc2[nH]cc(CCNC(=O)c3ccc([N+](=O)[O-])cc3)c2c1	9%	1	-2	626	-0.32	1447	i	0.3	1.9	1043	1.9	3.4	10	0.38	-0.21	-0.015	-0.39	i	19
CC(=O)Nc1ccc2nc(-c3cccs3)[nH]c2c1	10%	1.2	nt	nt	0.61	1572	i	0.7	-2.7	1023	3.7	1.7	6.9	-0.38	-0.22	0.14	0.32	i	8
CCOc1ccc(NS(=O)(=O)c2cc(OC)ccc2OC)cc1	2%	1.1	-18	793	0.5	761	i	3.3	5.0	1043	1.3	1.2	3.6	-0.4	0.083	0.22	-0.17	i	62
CC(C)C(OC(=O)c1cc2occc2n1C)C(=O)NCc1ccc2c(c1)OCO2 (stereo not drawn)	0%	1.1	-5	739	-1.3	1140	i	5.4	-3.8	1268	3.1	2.5	6.3	1.6	-0.092	1.7	-1.8	i	16
O=C(CSc1nc2c(c(=O)n1-c1ccc(Br)cc1)SCC2)NCC1CCCO1 (stereo not drawn)	-5%	1.1	7	712	-0.78	1214	i	0.2	-1.5	1262	2.3	1.2	6.6	0.17	-0.27	0.4	0.62	i	22
CCC1(C)Cc2ccccc2-c2c1c(=O)n(-c1ccc(C)cc1)c1nnnn21 (stereo not drawn)	12%	1.1	-21	745	1.4	842	i	0.8	1.1	1225	1.0	1.5	2.2	-0.32	-0.11	-0.16	0.31	i	40
CN1CCN(c2nc(-c3cccs3)nc3ccccc23)CC1	10%	1	14	621	-1.6	1193	i	0.1	-0.3	1090	1.7	3.4	6.9	-0.32	-0.28	-0.5	0.78	i	58
COCCNC(=O)C(=O)c1cc(C)n(-c2ccc([N+](=O)[O-])cc2)c1C	6%	1	0	619	0.35	1804	i	4.0	-0.6	1026	2.4	1.5	6.3	-0.3	-0.2	-0.33	-0.073	i	40
C=CCn1c(-c2ccc([N+](=O)[O-])cc2)n[nH]c1=S	-4%	1	7	647	-0.32	1312	i	0.1	-2.5	579	3.2	3.5	4.6	-0.31	-0.31	-0.62	0.28	i	20
COC(=O)c1sccc1NC(=O)c1cccnc1	23%	1.1	18	794	0.48	976	i	0.4	-0.8	1194	2.6	0.7	0.1	0.41	-0.16	-0.13	-0.41	i	11
CN(C)c1nn(C(=O)Nc2cccc(C(F)(F)F)c2)cc1-c1ccccc1	-4%	1	nt	nt	0.2	1352	i	0.6	0.1	1432	1.3	1.0	9.8	-0.82	-0.19	-0.52	1	i	38
COc1ccc(N2C(=O)c3ccccc3NC23CCCC3)cc1	-7%	1.1	-6	713	-0.52	1240	i	0.5	-3.4	1112	3.2	1.3	5.9	-0.46	-0.35	0.16	1.9	i	67
Nc1cc(-c2ccc(OC(F)(F)F)cc2)nn1-c1ccc(Cl)c(Cl)c1	nt	nt	-13	715	0.18	1485	i	1.2	0.2	1098	nt	nt	nt	-0.97	-0.27	-0.53	1.5	i	40
COc1cc(-c2nc(-c3ccc(Br)o3)no2)cc(OC)c1OC	8%	1.1	nt	nt	-0.39	932	i	2.3	-1.3	1181	1.4	2.5	8.4	-0.8	-0.2	-0.47	0.39	i	45
COc1ccc(COc2cc(-c3cccc(OC)c3)nc3ccc(NC(=O)C(C)C)cc23)cc1	-8%	1.1	-7	693	0.21	752	i	0.6	nt	nt	12	53	25	-0.41	-0.23	0.18	0.58	i	10
Cc1ccccc1NC(=O)c1cccc2nc3ccccc3nc12	3%	1	nt	nt	-1.5	1518	i	0.4	-0.1	1259	1.2	1.1	5.5	-1	0.041	-0.42	-0.37	i	37
C/C(=N\Nc1cccc2cccnc12)c1ccccn1	-62%	1.7	nt	nt	-0.09	1256	i	0.3	3.9	1010	7.0	2.2	9.9	1.6	-0.16	1	-0.38	i	7
COc1ccc([N+](=O)[O-])cc1N(CC(O)CN(C)C)S(=O)(=O)c1ccc(C)cc1 (stereo not drawn)	10%	1.1	1	701	-0.07	1445	i	0.5	0.4	1027	2.6	3.5	3.5	-0.58	-0.19	0.11	0.66	i	2
O=C(CSc1nccc(=O)[nH]1)c1ccccc1Br	0%	1.1	nt	nt	0.46	987	i	1.0	nt	nt	1.2	1.5	5.1	-0.69	-0.34	-0.22	0.67	i	16
CCc1nnc(NC(=O)CSc2nccn2-c2cccc(C)c2C)s1	7%	1.1	nt	nt	-0.21	858	i	3.6	-0.5	1202	19*	18*	33*	-0.27	-0.028	-0.097	-0.92	i	13
CC(C)CC(=O)NNC(=O)c1ccc(Cl)cc1	4%	1.1	0	732	-0.52	1482	i	0.2	0.8	1056	1.4	1.1	1.2	2	0.085	2	-2.3	i	59
COc1cc2c(cc1OC)C(c1ccc(Cl)cc1)=NCC2	nt	nt	33	718	-0.41	994	i	0.6	-0.2	1300	nt	nt	nt	0.075	-0.22	0.44	-0.024	i	23
O=C1C2C3C=CC(C3)C2C(=O)N1c1ccccc1OS(=O)(=O)c1ccccc1 (stereo not drawn)	-10%	1	-26	635	0.27	1314	i	2.6	-1.0	1001	2.5	1.2	4.3	-0.29	-0.21	0.17	-0.51	i	54
CCOC(=O)C1(C)NC(c2cccs2)C2C(=O)N(c3ccccc3)C(=O)C21 (stereo not drawn)	2%	1.1	6	691	-0.7	1359	i	0.4	-0.9	1111	4.7	1.7	5.5	0.011	-0.12	0.17	0.16	i	31
Cc1nc2ccc(NC(=O)c3cncc(Br)c3)cc2s1	nt	nt	-12	643	0.04	1130	i	0.6	-1.5	1310	nt	nt	nt	-0.76	-0.24	0.36	0.13	i	44
